Screens from PubChem BioAssay.
PLK1 PBD inh: Plk1 (human) PBD binding inhibition; P53350; Plk1 PBD phosphopeptide binding, fluorescence polarization; inhibition, %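 (tested at about 20 µM)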; 97,000 tested, 0.13% active; AID 693; in the data active = inhibition above about 34%, passing the limit was not always enough
ERb SRC1 inh: ER-beta (human) coactivator binding inhibition. Q92731. TR-FRET ER-beta LBD / SRC1-Cy5 peptide binding; receptor agonist-loaded with 1 µM estradiol. inhibition, % at 25.6 µM. 86,000 tested, 1.3% active. AID 633;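 active = compounds whose percent inhibition of the receptor-coactivator binding signal exceeds about 50% in the single-dose screen, limit read from the data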;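 also: 0% = receptor plus peptide wells without compound and 100% = peptide-only wells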
Target sequence (Q92731 whole entry, looked up, the tested form may be a part): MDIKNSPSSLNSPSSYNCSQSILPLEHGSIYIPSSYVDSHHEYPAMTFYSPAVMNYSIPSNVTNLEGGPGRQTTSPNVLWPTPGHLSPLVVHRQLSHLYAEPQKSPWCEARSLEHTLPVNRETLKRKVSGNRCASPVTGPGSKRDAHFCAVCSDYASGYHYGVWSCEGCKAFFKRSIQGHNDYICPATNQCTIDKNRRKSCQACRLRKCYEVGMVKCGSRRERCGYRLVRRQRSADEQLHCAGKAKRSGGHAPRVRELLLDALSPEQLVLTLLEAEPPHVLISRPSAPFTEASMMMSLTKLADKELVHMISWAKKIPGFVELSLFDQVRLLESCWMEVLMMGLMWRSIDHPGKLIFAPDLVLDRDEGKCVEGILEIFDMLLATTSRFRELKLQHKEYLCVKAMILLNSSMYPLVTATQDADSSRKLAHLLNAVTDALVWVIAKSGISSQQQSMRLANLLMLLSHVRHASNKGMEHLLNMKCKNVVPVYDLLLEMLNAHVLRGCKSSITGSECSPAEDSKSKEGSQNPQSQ
Rev-RRE block: disrupts HIV-1 Rev binding to RRE RNA | P05866 | Rev peptide-RRE RNA binding, FRET | inhibition, % at 8 µM | 97,000 tested, 0.79% active | AID 704;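 active = inhibition above the screen-wide mean plus 3 SD, cut at about 35% in these data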;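 also: 0% = median DMSO wells and 100% = median Neomycin B control wells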
Target sequence (P05866 whole entry, looked up): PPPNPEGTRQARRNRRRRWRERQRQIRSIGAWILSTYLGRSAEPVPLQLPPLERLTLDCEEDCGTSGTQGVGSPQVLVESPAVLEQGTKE
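assay system = Cy5-tagged RRE RNA duplex with fluorescein-tagged Rev peptide | incubation = 5 + 15 min at 25 °C | also added = labelled Rev peptide | measure = % inhibition of FRET ratio versus controls | benchmarks = DMSO wells as 0% and neomycin B wells as 100% inhibition | measured by = FRET fluorescence readout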
PLK1 inh: inhibitors of human PLK1 kinase. recombinant PLK1 kinase, TR-FRET peptide phosphorylation. 97,000 tested, 0.53% active. inhibition, % at 10 µM. AID 619;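 active = inhibition of 50% or more in the single-concentration screen; inactive = inhibition below 50%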;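 also: 0% = DMSO max control and 100% = H-89 dihydrochloride min control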
CD11b adhes enh: CD11b/CD18-fibrinogen binding enhancement; 93,000 tested, 0.07% active; P05107+P11215; K562 CD11b/CD18 adhesion to fibrinogen, ATPlite luminescence; activation, % at 10 µM;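 active = 10 µM primary screen giving 50% or more activity, confirmed by 40% or more on retest at that dose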; also: strong numbers were not always called active
ERa coact pot: ER-alpha (human) coactivator binding potentiation | P03372 | TR-FRET ERalpha-LBD/SRC-Cy5 coactivator binding, 2 h; 100 = basal binding, no effect | coactivator binding (% of control), % at 25.6 µM | 86,000 tested, 1.3% active | AID 639; in the data active = activity above about 200%;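 also: binding measured in presence of low estradiol as agonist stimulus; 0% = peptide alone without receptor and 100% = receptor with peptide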
FAK inh: FAK (human) kinase inhibition. Q05397. biochemical FAK kinase activity assay. 97,000 tested, 0.84% active. inhibition, %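 (tested at 7 µM)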; in the data active = inhibition above about 19%;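 also: 0% = DMSO and 100% = reference compound high control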
ERa SRC1 inh: ER-alpha (human) coactivator binding inhibition | P03372 | TR-FRET ER-alpha LBD / SRC-1 peptide, estradiol-bound | inhibition, % at 25.6 µM | 86,000 tested, 1.7% active; in the data active = inhibition above about 50%;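 also: 0% = receptor plus peptide control and 100% = peptide only without receptor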
Mac1 fbg inh: inhibitors of human CD11b/CD18 binding to fibrinogen | AID 1497 | inhibition, % at 10 µM | K562 CD11b/CD18 adhesion to fibrinogen, ATPlite luminescence; Mn2+ added to activate the integrin | 93,000 tested, 0.54% active;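 active = primary inhibition of 50% or more at 10 µM, then 40% or more on retest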; also: some results filed as inactive read as strong as hits
* marks the source's active call; other numbers are inactive results; x = no result given; [ ] = remark or other dose.

SMILES | PLK1 PBD inh | ERb SRC1 inh | Rev-RRE block | PLK1 inh | CD11b adhes enh | ERa coact pot | FAK inh | ERa SRC1 inh | Mac1 fbg inh
Cc1cc2nc(SCCOC(=O)Nc3ccc(Cl)cc3)nc(C)c2cc1C | -15 | x | 3 | 7 | -6 | x | 0 | x | 18
Cc1noc(C)c1CSc1nnc(-c2c[nH]c3ccccc23)n1-c1ccc(Cl)cc1 | -16 | 7 | 4 | -2 | 2 | 115 | 3 | 1 | 17
CCCNC(=O)c1ccc2c(c1)C1C3CCC(C3)C1C(c1ccccc1)N2 (stereo not drawn) | 15 | x | 2 | -16 | -2 | x | 0 | x | 6
CCCC(CCC(=O)OC)(C(=O)OCC)c1csc(N)n1 (stereo not drawn) | 10 | 1 | 4 | 10 | -3 | 105 | 0 | -1 | 3
COc1ccccc1Cn1nnc2c(=O)[nH]c(C3CCN(C(=O)c4ccc(F)cc4)CC3)nc21 | 7 | -1[fluorescence artefact?] | 3 | -9 | x | 100[fluorescence artefact?] | -3 | -1[fluorescence artefact?] | x
CCOc1cc(C)nc(N2CCC(C(=O)Nc3ccccc3OCC)CC2)n1 | 10 | 4[fluorescence artefact?] | 1 | -1 | 0 | 111[fluorescence artefact?] | 3 | 10[fluorescence artefact?] | -9
COc1ccc(CNCCC(c2ccccc2)c2ccc3c(c2)OCO3)cc1 (stereo not drawn) | 17 | x | 9 | 41 | x | x | 8 | x | x
COc1ccc(S(=O)(=O)N(C)CC(=O)Nc2ccccc2C(F)(F)F)cc1Cl | -17 | -14 | 16 | -8 | -2 | 93 | -1 | -1 | -5
COC(=O)Cc1ccc(NC(=O)c2ccc(Br)o2)cc1 | -7 | -5[fluorescence artefact?] | 2 | -15 | -2 | 114 | 3 | -13 | -19
O=C(c1ccc(-n2cnnn2)cc1)N1CCCCC1 | 48* | 14 | 1 | -9 | x | 88 | 0 | 32 | x
Cc1ccc(N(CC(=O)Nc2cc(Cl)ccc2Oc2ccccc2)S(C)(=O)=O)cc1C | -35 | x | 3 | -8 | -1 | x | 0 | x | -18
COc1ccc2[nH]cc(C(=O)CN3CCCCC3)c2c1 | -17 | -17 | 11 | 7 | 0 | 93 | 3 | -13 | -22

Part of the list above in order of formula weight, low to high:
SMILES | PLK1 PBD inh | ERb SRC1 inh | Rev-RRE block | PLK1 inh | CD11b adhes enh | ERa coact pot | FAK inh | ERa SRC1 inh | Mac1 fbg inh
O=C(c1ccc(-n2cnnn2)cc1)N1CCCCC1 | 48* | 14 | 1 | -9 | x | 88 | 0 | 32 | x
CCCC(CCC(=O)OC)(C(=O)OCC)c1csc(N)n1 (stereo not drawn) | 10 | 1 | 4 | 10 | -3 | 105 | 0 | -1 | 3
COC(=O)Cc1ccc(NC(=O)c2ccc(Br)o2)cc1 | -7 | -5[fluorescence artefact?] | 2 | -15 | -2 | 114 | 3 | -13 | -19
CCCNC(=O)c1ccc2c(c1)C1C3CCC(C3)C1C(c1ccccc1)N2 (stereo not drawn) | 15 | x | 2 | -16 | -2 | x | 0 | x | 6
COc1ccc(CNCCC(c2ccccc2)c2ccc3c(c2)OCO3)cc1 (stereo not drawn) | 17 | x | 9 | 41 | x | x | 8 | x | x
CCOc1cc(C)nc(N2CCC(C(=O)Nc3ccccc3OCC)CC2)n1 | 10 | 4[fluorescence artefact?] | 1 | -1 | 0 | 111[fluorescence artefact?] | 3 | 10[fluorescence artefact?] | -9
Cc1cc2nc(SCCOC(=O)Nc3ccc(Cl)cc3)nc(C)c2cc1C | -15 | x | 3 | 7 | -6 | x | 0 | x | 18
Cc1noc(C)c1CSc1nnc(-c2c[nH]c3ccccc23)n1-c1ccc(Cl)cc1 | -16 | 7 | 4 | -2 | 2 | 115 | 3 | 1 | 17
COc1ccc(S(=O)(=O)N(C)CC(=O)Nc2ccccc2C(F)(F)F)cc1Cl | -17 | -14 | 16 | -8 | -2 | 93 | -1 | -1 | -5
Cc1ccc(N(CC(=O)Nc2cc(Cl)ccc2Oc2ccccc2)S(C)(=O)=O)cc1C | -35 | x | 3 | -8 | -1 | x | 0 | x | -18
COc1ccccc1Cn1nnc2c(=O)[nH]c(C3CCN(C(=O)c4ccc(F)cc4)CC3)nc21 | 7 | -1[fluorescence artefact?] | 3 | -9 | x | 100[fluorescence artefact?] | -3 | -1[fluorescence artefact?] | x

(continued)
SMILES | PLK1 PBD inh | ERb SRC1 inh | Rev-RRE block | PLK1 inh | CD11b adhes enh | ERa coact pot | FAK inh | ERa SRC1 inh | Mac1 fbg inh
CO/N=C(/CNC(=O)c1ccccc1Cl)c1ccc(Cl)cc1 | 13 | x | 2 | -12 | x | x | 4 | x | x
O=C(Nc1ccccc1)C1CC(=O)N(C2CCCCC2)C1 (stereo not drawn) | -13 | -3[fluorescence artefact?] | 0 | -4 | 7 | 117 | -2 | 6[fluorescence artefact?] | 1
CCC(=O)c1cc(F)c(N2CCN(S(=O)(=O)c3ccccc3)CC2)cc1C | -24 | -8 | 18 | -7 | -5 | 187 | -2 | -4 | -2
O=C(Nc1ccncc1)c1cncc(Br)c1 | -10 | 11 | 6 | -2 | 4 | 99 | 3 | -27 | -18
CCc1cc(C(=O)NNC(=S)NCc2ccccc2)cs1 | -18 | x | -2 | -5 | -2 | x | 3 | x | -8
Cc1cc2ccccc2c(=O)n1CC(=O)NCC(=O)N1CCCC(C)C1 (stereo not drawn) | -11 | -11 | -4 | 4 | 1 | 111 | 1 | -2 | -36
Cc1oc2cc(O)ccc2c(=O)c1-c1cnn(-c2ccccc2)c1 | -15 | x | 6 | -12 | 5 | x | 4 | x | -11
O=C(CCc1nc(-c2ccccc2)no1)NCCc1ccccc1 | -5 | -16 | 6 | -6 | x | 97 | 4 | -17 | x
Cn1c(=O)oc2cc(S(=O)(=O)Nc3cccc4c3CCCC4)ccc21 | x | 2 | x | x | -1 | 109 | x | -9 | 4
CCN(CCCNC(=O)c1c(C)cc(=O)oc1C)c1cccc(C)c1 | -2 | 3 | 0 | -4 | 1 | 117 | -3 | 5 | 2
O=C(c1cccc(F)c1)N1C2C=CC(C2)C1(C(F)(F)F)C(F)(F)F (stereo not drawn) | -23 | 11 | -1 | -13 | x | 87 | -2 | 8 | x
O=c1c2c3nc4ccccc4nc3n(-c3cccc(F)c3)c2ncn1Cc1ccc2c(c1)OCO2 | x | 61*[fluorescence artefact?] | x | x | 44 | 76[fluorescence artefact?] | x | 82*[fluorescence artefact?] | -10
O=C(NC1CCCCC1)C(Cc1ccccc1)N1C(=O)C2C3CCC(C3)C2C1=O (stereo not drawn) | 17 | x | -1 | -9 | x | x | -1 | x | x
COc1ccc(Br)cc1C1CC(=O)N2CN(C)CSC2=C1C#N (stereo not drawn) | 23 | 0[fluorescence artefact?] | -3 | -8 | -1 | 79 | -3 | -4 | -7
CC(C)(C)NS(=O)(=O)c1ccc2nc(NC(=O)Cc3cccs3)sc2c1 | 4 | -17 | 19 | -16 | -1 | 99 | 4 | -8 | -7
Cc1ccc(NC(=O)CN(C)C(=O)CSc2nncn2C)cc1 | -1 | x | 4 | -5 | 0 | x | -4 | x | 14
c1ccc(NC2=Nc3ccccc3CS2)cc1 | 18 | 0 | -2 | -12 | 2 | 118 | 2 | 0 | -22
Cc1ccc(-c2nc3cnccn3c2Nc2ccc3c(c2)OCO3)o1 | x | 4[fluorescence artefact?] | x | x | 2 | 93 | x | -1[fluorescence artefact?] | 2
CCn1c(SCC(=O)Nc2nccs2)nnc1-c1ccncc1 | 6 | 15 | 4 | -4 | -4 | 73 | -1 | 6 | -5
CCN(CC)CCCNc1nc2cc(OC)c(OC)cc2c2nc(-c3cccnc3)nn12 | 16 | -17 | 10 | -8 | -6 | 94 | 3 | 0 | 2
CN(CC(=O)N1CCN(c2ccccc2F)CC1)S(=O)(=O)c1cnc[nH]1 | -7 | 3[fluorescence artefact?] | 0 | -5 | -3 | 112 | 0 | 5 | -2
COc1cccc2c1OCC(C(=O)NCc1ccc(Cl)cc1Cl)=C2 | 12 | x | 11 | 1 | -5 | x | -2 | x | 19
CCOC(=O)C1CCN(C(=O)c2sc3nc(-c4ccc(F)cc4)cn3c2C)CC1 | 8 | 4 | 8 | -7 | 0 | 111 | 6 | -2 | -5
Cc1ccc(S(=O)(=O)Nc2nncs2)cc1 | -7 | 7[fluorescence artefact?] | 9 | -15 | -3 | 111 | 1 | 0 | -2
O=C(c1ccco1)N1CCN(/C(=N/S(=O)(=O)c2cccs2)c2ccccc2Cl)CC1 | 2 | x | 2 | -12 | 2 | x | -2 | x | -7
CCCn1c(SCC(=O)OCc2ccccc2)nc2c1c(=O)n(C)c(=O)n2C | -7 | 6 | 8 | -11 | 6 | 98 | 9 | 14 | 2
Cc1onc(-c2c(F)cccc2Cl)c1C(=O)NCc1ccco1 | 6 | 1[fluorescence artefact?] | 5 | 6 | 0 | 131 | -4 | -5[fluorescence artefact?] | -8
Cn1c(CNC(=O)c2ccc(F)cc2)nc2ccccc21 | x | -2 | x | x | 6 | 106[fluorescence artefact?] | x | -6 | -13
CCOC(=O)COc1ccc(S(=O)(=O)c2ccc(OCC(=O)OCC)cc2)cc1 | -1 | -1[fluorescence artefact?] | 9 | -1 | -2 | 126[fluorescence artefact?] | -2 | 6[fluorescence artefact?] | -2
C/C(=N\O)C(=O)OC1CC(C)CCC1C(C)C (stereo not drawn) | 6 | -2 | 8 | -4 | 8 | 97 | 3 | 7 | 16
CC(C)OC(=O)c1cc(=O)[nH]c2ccccc12 | 9 | 2 | 4 | -9 | -1 | 112 | -3 | -1 | -7
Cc1ccc(C(=O)COC(=O)CSc2cccc3cccnc23)c(C)c1 | 11 | x | 1 | -11 | x | x | -7 | x | x
O=C(O)/C=C\C(=O)Nc1ccccc1C(=O)NCc1ccccc1 | 1 | 5 | 2 | -11 | x | 113[fluorescence artefact?] | -1 | 8 | x
Cc1csc(NC(=O)CSc2nncn2C)n1 | 4 | -3 | 7 | -11 | -2 | 64 | 2 | 13 | -6
CC(=O)Nc1ccc2c(c1)nc1n2CCOC1 | -9 | -2 | 3 | -3 | 2 | 103 | -4 | -3 | -48
Cc1ccccc1NC1=C(Cl)C(=O)OC1OC(=O)c1ccco1 (stereo not drawn) | -22 | -1[fluorescence artefact?] | 8 | -5 | -3 | 124 | 0 | 2[fluorescence artefact?] | -14
Cc1cccc(OCCC(=O)NCC(c2ccco2)N2CCCCC2)c1 (stereo not drawn) | -28 | x | 8 | -5 | -3 | x | -2 | x | -8
CCn1c(SCC(=O)c2ccc(Br)cc2)nnc1C(C)NC(=O)Cc1ccc(OC)cc1 (stereo not drawn) | -7 | 17 | 3 | 8 | -4 | 93 | -1 | -2 | -8
CCCCCC1CC(CC(=O)Nc2nncs2)C(=O)O1 (stereo not drawn) | 10 | -10 | -1 | -21 | x | 101 | 2 | -4 | x
CCn1cc([N+](=O)[O-])c(C(=O)N2N=C(c3ccc4ccccc4c3)CC2c2ccccc2O)n1 (stereo not drawn) | 7 | -1 | 7 | -5 | x | 100 | 2 | 26 | x
N#Cc1cc(-c2ccccc2)cn(Cc2c(Cl)cccc2Cl)c1=O | -14 | x | 1 | -4 | -4 | x | -2 | x | -8
